Screens deposited in PubChem BioAssay by National Center for Advancing Translational Sciences (NCATS).
Akt phos inh – inhibitors of Akt phosphorylation | Neuro2A IGF-stimulated pAkt S473 HTRF, 20 min; active compounds read low | activity change, % for hits at 50 µM | actives 0.32% (n = 360,000) | AID 651550; in the data active = activity change below about -80%; inconclusive = mostly about -51% to -80%; also: % is scaled to controls: 0 for no effect and ±100 for the full control effect
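Neuro2A cells in DMEM with 0.5% FBS, overnight at 37 deg C, given compound at single 50 µM final, then IGF (6 nM final) for 20 min at 37 deg C. Lysed; phospho-Akt Ser473 by HTRF after 24 h, 665/615 ratio.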
PTHR1 ag – activates the human parathyroid hormone receptor PTHR1; Q03431; HEK293 GP2 PTHR1 cells, GloSensor cAMP luminescence, 1 h; Potency, µM (titrated, usually from 115 µM), for the others: at the highest dose activation, hits mostly activators; actives 0.075% (n = 410,000); AID 743266; also: potency is read from the fitted curve at half-maximal effect; nearly all actives have a fitted effect of over 55% in size; some results filed as inactive show a strong effect at the top dose; inactives centre near -15; many of its hits are not listed in these tables
Target sequence (Q03431 whole entry, looked up): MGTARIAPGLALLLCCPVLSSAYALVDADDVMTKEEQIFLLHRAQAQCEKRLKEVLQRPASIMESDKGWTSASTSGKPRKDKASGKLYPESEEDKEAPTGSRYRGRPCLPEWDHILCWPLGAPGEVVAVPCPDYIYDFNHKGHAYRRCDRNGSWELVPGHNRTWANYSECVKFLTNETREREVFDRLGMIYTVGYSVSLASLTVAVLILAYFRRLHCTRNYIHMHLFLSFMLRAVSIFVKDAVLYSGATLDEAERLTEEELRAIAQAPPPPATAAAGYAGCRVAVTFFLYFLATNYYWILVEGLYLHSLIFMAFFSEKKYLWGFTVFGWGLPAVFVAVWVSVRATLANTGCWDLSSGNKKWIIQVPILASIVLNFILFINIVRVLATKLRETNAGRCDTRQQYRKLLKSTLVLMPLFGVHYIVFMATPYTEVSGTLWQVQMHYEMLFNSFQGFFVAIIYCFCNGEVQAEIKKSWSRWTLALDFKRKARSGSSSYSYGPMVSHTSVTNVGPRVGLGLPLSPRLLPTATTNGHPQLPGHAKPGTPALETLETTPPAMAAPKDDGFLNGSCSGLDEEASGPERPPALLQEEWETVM
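HEK-293-derived GP2 cells expressing PTHR1 and a GloSensor cAMP reporter, 3,000/well, plated overnight, given luciferin plus IBMX (each 0.5 mM as added) for 1 h at 37 °C, then compound for 1 h at 37 °C. Luminescence was read after 15 min at room temperature.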
FUS yeast rescue – FUS proteinopathy suppression in yeast; S. cerevisiae FUS-expressing, growth rescue, OD600, 24 h; Potency, µM (series often up to 76.6 µM), inactives show top-dose growth rescue (activation), actives largely listed as activators; actives 0.24% (n = 390,000); AID 1347120;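 also: potency is read from the fitted curve at half-maximal effect; plate controls were DMSO vehicle for no effect and reference control for full effect; nearly all actives have a fitted effect of over 55% in size; some results filed as inactive show a strong effect at the top dose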
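Steps: raffinose overnight preculture; dilution to OD 0.005 in 2% galactose minimal medium; compound addition (concentration series); 24hr at 30C, 99% humidity; absorbance read at 600 nm.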
GLP1R cytotox – cytotoxicity counter-screen for GLP-1 receptor inverse agonists | HEK293 cAMP-luciferase reporter cells, luminescence, 24 h | Potency, µM (top dose mostly 38.3 µM), inactives show at the top dose activity change, negative = inhibition, actives largely listed as inhibitors | AID 624418 | actives 0.13% (n = 410,000);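 also: loss of luciferase light is scored as toxicity; potency is read from the fitted curve at half-maximal effect; % is scaled to controls: 0 for no effect and ±100 for the full control effect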
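A 23 nL compound transfer followed 12 hours of cell culture at 37 deg C; exposure then lasted 24 hr. Luciferase assay detection reagent was dispensed and plates read for luminescence after a 12 min room-temperature wait.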
Mm-Cpn inhibitor – inhibitors of Methanococcus maripaludis chaperonin (MmCpn). actives 0.031% (n = 330,000). AID 504842. purified Mm-Cpn ATPase, ADP Transcreener TR-FRET. Potency, µM (top dose mostly 76.9 µM), for inactives: at the highest dose activity, negative = inhibition, usual class: inhibitors; also: potency is read from the fitted curve at half-maximal effect; % is scaled to controls: 0 for no effect and ±100 for the full control effect; nearly all actives have a fitted effect of over 80% in size
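Compound-treated chaperonin, 25 nM final, turns over 10 uM ATP at 37°C for 30 min following a 10 min preincubation; ADP generated competes with ADP-d2 for Eu-cryptate antibody, lowering FRET.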
GLP1R inv ag – inverse agonists of human GLP-1 receptor | HEK293 GLP-1R CRE-luciferase, luminescence, 24 h; GLP-1R form is constitutively active | Potency, µM (highest dose often 38.3 µM), for inactives: at the top dose activity change, negative = inhibition, usual class: inhibitors | actives 1.6% (n = 410,000); also: potency is read from the fitted curve at half-maximal effect; % is scaled to controls: 0 for no effect and ±100 for the full control effect; nearly all actives have a fitted effect of over 55% in size
Target sequence (P43220 whole entry, looked up): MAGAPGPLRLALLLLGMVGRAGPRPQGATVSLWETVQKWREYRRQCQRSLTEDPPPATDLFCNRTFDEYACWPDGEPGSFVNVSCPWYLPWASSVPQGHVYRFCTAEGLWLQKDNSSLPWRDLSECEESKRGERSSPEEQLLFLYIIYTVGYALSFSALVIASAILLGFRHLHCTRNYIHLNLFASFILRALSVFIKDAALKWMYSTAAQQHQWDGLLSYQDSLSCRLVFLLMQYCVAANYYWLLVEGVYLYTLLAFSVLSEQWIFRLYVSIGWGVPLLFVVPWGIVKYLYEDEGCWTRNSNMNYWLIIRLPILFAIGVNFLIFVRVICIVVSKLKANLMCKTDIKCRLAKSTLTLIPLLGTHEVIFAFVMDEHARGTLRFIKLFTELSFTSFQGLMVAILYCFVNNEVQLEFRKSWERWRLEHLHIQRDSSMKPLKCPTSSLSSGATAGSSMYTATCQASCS
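Using stably transfected HEK293 (constitutively active GLP-1R, cAMP-luciferase reporter), compounds were incubated 24 hr and luciferase measured by luminescence.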
Abeta yeast res – restores growth of yeast expressing A-beta42 peptide; Potency, µM (highest dose often 46.1 µM), inactives show top-dose growth rescue, hits mostly activators; yeast expressing A-beta42, growth rescue, OD600, 48 h; response scale: 0% DMSO, 100% iron-clioquinol control; actives 0.063% (n = 410,000); AID 1347071; also: potency is read from the fitted curve at half-maximal effect; nearly all actives have a fitted effect of over 55% in size
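Growth rescue measured by 600 nm absorbance after 48 h yeast culture at 30 C with compound. Values normalized between DMSO and an equimolar ferric chloride plus clioquinol control.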
TDP43 rescue – inhibitors of TDP-43 toxicity in yeast. TDP-43 expressing yeast growth rescue, BacTiter-Glo, 24 h. Potency, µM (series often up to 46.1 µM), for inactives: at the top dose growth rescue (activation), usual class: activators. actives 1.8% (n = 410,000); also: potency is read from the fitted curve at half-maximal effect; % of control where 0% means no effect; nearly all actives have a fitted effect of over 50% in size
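Galactose-induced TDP-43 yeast, OD600=0.02, compound pinned; 24 hr, 30 deg C; BacTiter-Glo luminescence for growth. Inhibitors of TDP-43 toxicity read as activators.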
aSyn rescue – inhibitors of alpha-synuclein toxicity in yeast; actives 0.14% (n = 370,000); Potency, µM (highest dose often 46.1 µM), inactives show at the highest dose growth rescue (activation), hits mostly activators; Yeast expressing alpha-synuclein, growth rescue, BacTiter-Glo, 24 h; also: potency is read from the fitted curve at half-maximal effect; % of control where 0% means no effect; nearly all actives have a fitted effect of over 65% in size
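Readout is rescue of growth in alpha-synuclein-expressing yeast, so inhibitors of toxicity appear as activators. Growth after 24 hr at 30 deg C in galactose medium is quantified by luminescence.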
Active calls of the source: *; i = inactive; ? = inconclusive; . = not tested or not shown; & = joins results of further samples; [ ] = remark or other dose. Unless noted, calls follow the shape of the dose curve; as a rule, active = well fitted curve in the direction sought with a large enough effect; inconclusive = small, poorly fitted or top-dose-only effect, or another doubt; inactive = no such curve, though single readings can be large; an effect the other way counts as inactive or inconclusive.

SMILES | Akt phos inh | PTHR1 ag | FUS yeast rescue | GLP1R cytotox | Mm-Cpn inhibitor | GLP1R inv ag | Abeta yeast res | TDP43 rescue | aSyn rescue
CCN(c1ccc(OC)cc1)S(=O)(=O)c1nnc(NC(=O)COc2ccc(F)cc2)s1 | i | -40%&-24%[inhibitor] | 10%&12% | -1%&0% | 2% | ? | 11%&-9% | -2%&10% | 0%
Cn1c2c(c(=O)[nH]c1=O)C(c1cccc(O)c1)C1=C(N2)c2ccccc2C1=O (stereo unspecified) | i | -50%[inhibitor] | -13% | -17% | -2% | ? | 10% | 7% | 1%
CCOC(=O)c1ccc(NC(=O)Cn2c(=O)cc(C)c3c(C)nn(-c4ccc(CC)cc4)c32)cc1 | . | -13% | 0% | -1% | . | 0% | -19% | 0% | .
Cc1cc(-c2csc(NC(=O)c3ccc(=O)[nH]c3)n2)c(C)n1Cc1ccccc1 | i | -22% | 17% | -8% | ? | ? | -19% | -1% | 2%
CC(C(=O)NCC1CCCCC1)N1CCc2ccccc2C1 (stereo unspecified) | i | -17% | 18% | 10% | 1% | ? | 0% | 0% | -2%
COc1cc(/C=N/S(=O)(=O)CCc2ccccc2)ccc1O | i | -48%[inhibitor] | 0% | -1%[1.53 µM] | -2% | 5% | 5% | 5% | -3%
Cn1ccnc1C(=O)c1ccc(Cl)c(S(=O)(=O)N2CCOCC2)c1 | i | 11% | 3% | ? | 1% | 9% | -13% | -18% | -5%
Cc1noc(C)c1C(=O)N1CCN(S(=O)(=O)c2cccc(Cl)c2Cl)CC1 | i | 3% | -8% | -6% | 2% | -25% | 5% | -3% | 0%
Cc1ccccc1-n1nc2c(c1NC(=O)c1cc3ccccc3oc1=O)CS(=O)(=O)C2 | i | i | 15% | 13% | 3% | 0% | -6% | -15% | -1%
COc1ccccc1CNC(=O)c1ccc(OCc2c(C)noc2C)c(OC)c1 | i | i | 9% | -25% | . | 5% | 27% | 18% | 7%
Cc1cc(C)nc(NC(=O)c2ccc(Br)cc2)n1 | i | i | 17% | -7% | -2% | 12% | -8% | -8% | 0%
O=C(NCc1ccncc1)C(=O)NCC1OCCN1S(=O)(=O)c1cc(F)ccc1F (stereo unspecified) | i | -5% | 5% | -6% | . | 25% | 4% | 2% | -4%
CN=C(Nc1cc(C)nn1-c1ccccc1)c1ccccc1F | . | -3%[57.5 µM] | 7% | -46% | 1% | 0% | 8% | -7% | 1%
CCOC(=O)c1c(C)n(CCO)c2ccc(O)cc12 | i | i | 15% | -10% | . | 10% | -5% | -23% | 2%
Cn1c(=O)c2c(nc(N3CCOCC3)n2CCCNC2=NCCC2)n(C)c1=O | i | i | -23% | -8% | 1% | 2% | 5% | 21% | 7%
CCN(c1ccccc1)S(=O)(=O)c1ccc(F)cc1C | i | -12% | -3% | 17% | 0% | ? | 24% | 22% | 13%
Cc1ccc2c(CN3CCN(C(=O)c4ccc(F)cc4)CC3)cc(=O)oc2c1 | . | -23% | 8% | 1% | . | 3% | 20% | 29% | .
CC(C)c1nn2c(=O)cc(COc3cccc(NC(=O)c4ccco4)c3)nc2s1 | i | -27% | -6% | -1% | -6% | 4% | 4% | -5% | -1%
CCOc1ccc(CNC(=O)c2ccc3c(c2)sc2nc(-c4ccc(OC)cc4)cn23)cc1 | . | i | 2% | 12% | . | 19% | -8% | 4% | .
CCN1C(=O)C(=O)N(Cc2ccc(OC)c(F)c2)C1=O | i | -5% | 27% | 14% | 0% | 2% | -1% | -16% | -1%

Molecules from the list above that contain an NH in an aromatic ring:
SMILES | Akt phos inh | PTHR1 ag | FUS yeast rescue | GLP1R cytotox | Mm-Cpn inhibitor | GLP1R inv ag | Abeta yeast res | TDP43 rescue | aSyn rescue
Cn1c2c(c(=O)[nH]c1=O)C(c1cccc(O)c1)C1=C(N2)c2ccccc2C1=O (stereo unspecified) | i | -50%[inhibitor] | -13% | -17% | -2% | ? | 10% | 7% | 1%
Cc1cc(-c2csc(NC(=O)c3ccc(=O)[nH]c3)n2)c(C)n1Cc1ccccc1 | i | -22% | 17% | -8% | ? | ? | -19% | -1% | 2%

(listing goes on)
SMILES | Akt phos inh | PTHR1 ag | FUS yeast rescue | GLP1R cytotox | Mm-Cpn inhibitor | GLP1R inv ag | Abeta yeast res | TDP43 rescue | aSyn rescue
CC(C)CC(=O)Nc1cc2c3c(c1)C(C)C(=O)N3CCC2 (stereo unspecified) | i | i | -15% | -9% | -2% | 20% | -1% | 24% | 0%
Cc1ccc(S(=O)(=O)N(C)CC(=O)N2CCN(Cc3ccccc3)CC2)cc1 | i | i | . | -3% | -1% | -22% | -25% | -1% | -7%
CCOc1ccc(S(=O)(=O)N2CCCCC2)cc1NC(=O)Cc1cc(OC)c(OC)c(OC)c1 | i | -9% | -34% | 8% | . | 14% | 0% | 0% | -1%
O=C(NC1CCCC1)C(c1ccsc1)N(C(=O)Cc1cccs1)c1cccc(F)c1 (stereo unspecified) | i | i | 11% | -15% | 0% | 0% | 17% | -10% | -3%
CCCCNS(=O)(=O)/C=C/c1ccccc1 | i | -2% | -23% | 3% | 0% | 8% | 30% | ? | 4%
N/C(=N\OC(=O)Oc1ccccc1)c1ccc([N+](=O)[O-])cc1 | i | -4% | . | -6% | 0% | -11% | -14% | -10% | -6%
O=C(Nc1ccccc1[N+](=O)[O-])C1COc2ccccc2O1 (stereo unspecified) | i | -21% | -7% | 3% | 1% | 10% | 34% | ? | 8%
COc1ccc2c(CN3CCCC3)cc(=O)oc2c1 | i | -16% | 0% | -3% | . | 25% | -7% | 0% | -3%
O=C(COc1ccccc1)N/N=C/c1ccc2c(c1)OCO2 | i | ? | 15% | 14% | 1% | ? | -15% | -21% | 9%
Cc1ccc(Cn2ccc(NC(=O)c3noc4c3CCc3ccccc3-4)n2)cc1 | i | -17%[57.5 µM] | 2% | -16% | -2% | -2% | 13% | 12% | 0%
COc1c(Cl)cc(C(=O)Nc2cc(-c3nc4ccccc4[nH]3)ccc2C)cc1Cl | . | -19% | ? | -15% | . | ? | -35%[inhibitor] | ? | .
CC(C)(C)OC(=O)N1CCC[C@H]1C(=O)N/N=C/c1ccc2nccnc2c1 | i | i | -4% | 1% | 1% | 11% | 7% | 3% | 1%
O=C(CCl)Nc1ccc(-c2ccccc2)cc1 | i | -28% | 6% | ? | -1% | 10µM* | -3% | ? | 10%
CCOc1ccc(NC(=O)C2CCN(C(=O)N3CC(C)Oc4ccc(Cl)cc43)CC2)cc1 (stereo unspecified) | . | -44%[inhibitor] | 1% | 5% | . | 3% | -9% | 3% | .
CCOc1ccc(N2C(=O)/C(=C\c3ccccc3OC)S(=O)(=O)C2c2cccc([N+](=O)[O-])c2)cc1 (stereo unspecified) | i | -73%[inhibitor] | 19% | 3% | -1% | 6% | 7% | 11µM* | -52%[inhibitor]
COc1ccc(C(=O)Nc2ncc(C)s2)cc1S(=O)(=O)N1CCCC1 | i | -4% | 8% | -1% | 1% | 6% | -1% | 11% | 0%
Cc1c(NS(=O)(=O)c2cccc(C(=O)N3CCCC3)c2)c(=O)n(-c2ccccc2)n1C | i | i | 10% | -4% | 2% | 10% | -11% | 4% | -11%
CC(NC(=O)CN(C)CC(=O)Nc1ccccc1Br)c1ccccc1 (stereo unspecified) | i | -2% | -3% | -25% | -5% | -3% | 0% | 0% | 1%
O=[N+]([O-])c1ccc(/C=N/NC(=S)Nc2ccccc2F)o1 | i | i | 25% | ? | 3% | 4% | -30% | 13µM* | 9%
COC(=O)CNS(=O)(=O)c1ccc(C)cc1 | i | -2%[57.5 µM] | 14% | -9% | -1% | 7% | 11% | 20% | -3%

By substructure: the entries above with bromine
SMILES | Akt phos inh | PTHR1 ag | FUS yeast rescue | GLP1R cytotox | Mm-Cpn inhibitor | GLP1R inv ag | Abeta yeast res | TDP43 rescue | aSyn rescue
Cc1cc(C)nc(NC(=O)c2ccc(Br)cc2)n1 | i | i | 17% | -7% | -2% | 12% | -8% | -8% | 0%
CC(NC(=O)CN(C)CC(=O)Nc1ccccc1Br)c1ccccc1 (stereo unspecified) | i | -2% | -3% | -25% | -5% | -3% | 0% | 0% | 1%

Shown as a hit in GLP1R inv ag (from the list above):
SMILES	Akt phos inh	PTHR1 ag	FUS yeast rescue	Mm-Cpn inhibitor	GLP1R inv ag
O=C(CCl)Nc1ccc(-c2ccccc2)cc1	i	-28%	6%	-1%	10µM*

Only FUS yeast rescue, Abeta yeast res and GLP1R cytotox, for 2 of the compounds above:
mol | FUS yeast rescue | Abeta yeast res | GLP1R cytotox
COC(=O)CNS(=O)(=O)c1ccc(C)cc1 | 14% | 11% | -9%
N/C(=N\OC(=O)Oc1ccccc1)c1ccc([N+](=O)[O-])cc1 | . | -14% | -6%

Further records:
SMILES | Akt phos inh | PTHR1 ag | FUS yeast rescue | GLP1R cytotox | Mm-Cpn inhibitor | GLP1R inv ag | Abeta yeast res | TDP43 rescue | aSyn rescue
Cc1ccccc1Nc1c(-c2ccc(Br)o2)nc2ccc(Cl)cn12 | . | i | -7% | -10% | . | ? | -17% | -5% | .
O=[N+]([O-])c1ccc(N2CCC(O)CC2)nc1 | i | 14% | -8% | ? | 0% | 16% | 4% | -11%[0.397 µM] | -4%
COc1cc(OC)cc(C(=O)N[C@H](C(=O)NC2=NCCS2)C(C)C)c1 | i | i | . | -2% | -2% | 4% | 6% | 20% | 0%
O=C(Nc1ccc(N2CCCC2)cc1)c1ccc(Br)cc1 | i | i | 16% | -8% | -2% | 0% | -19% | -2% | -4%

Only part of the results is shown. The share of hits here may be higher or lower than overall.
